# HBB splicing – alters splicing of the hemoglobin beta chain. HBB splicing reporter cell assay, activation; EGFP reporter with mutant IVS2-654 intron; response scale: normalised to 500 nM splice-correcting PNA. 0.06% of 65,000 active. AID 925. Potency, µM (top dose mostly 46.1 µM), inactives show at the top dose activation, hits mostly activators; note: potency is the fitted concentration of half-maximal effect; 0% is about no effect
#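 HeLa cells stably expressing EGFP interrupted by mutant beta-globin intron 2 (IVS2-654), 500/well in 2% FCS. Treated with compound for 2 days at 37C. Splicing correction scored as total well GFP intensity (488 nm excitation, 500-520 nm emission); 500 nM antisense PNA served as control.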
# Ub-GFP proteasome – proteasome inhibitors stabilizing ubiquitin-GFP reporter. Ubiquitin-GFP reporter cells, proteasome inhibition, GFP fluorescence; response scale: untreated = 0%, 10 µM MG-132 = 100%. Potency, µM (top dose mostly 45.9 µM), for inactives: top-dose activation (GFP accumulation), hits mostly activators. 67,000 tested, under 10 active. AID 526; active = well fitted activation curve with a large enough effect, not every such curve was filed as active; inconclusive = small, poorly fitted or top-dose-only effect, or another doubt; inactive = no such curve, though single readings can be large or run the other way; note: potency is the fitted concentration of half-maximal effect
#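 Proteasome blockade was scored as a rise in GFP-expressing U2OS cells carrying a ubiquitin(G76V)-GFP construct, imaged after 4 hr compound treatment at 37 °C across a 46 uM–2.9 nM series.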
# CRE-bla Fsk – alters forskolin-stimulated CRE reporter signaling in CHO cells; CHO CRE-bla reporter (cAMP response element driving beta-lactamase), forskolin EC10, beta-lactamase ratio; Potency, µM (highest dose often 38.2 µM), without a hit: top-dose activity change, negative = inhibition, actives largely listed as activators; 2.5% of 71,000 active; active = well fitted activation curve with a large enough effect in the signal ratio, with a control signal flat, not every such curve was filed as active; inconclusive = small, poorly fitted or top-dose-only effect, or effect the other way, or a change in a side signal; the % refers to the signal ratio; note: potency is the fitted concentration of half-maximal effect; % of control where 0% means no effect
#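 qHTS titration format; CRE-bla CHO reporter; stimulus EC10 NKH 477, a water-soluble forskolin. Read: CCF4 460/530 nm ratio. Potency expressed as AC50 for activators or inhibitors.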
# BRCT PPI green – blocks human BRCA1 BRCT binding to phosphopeptide, green readout; BRCA1 BRCT-phosphopeptide binding, green fluorescence polarization; Potency, µM (top dose mostly 76.9 µM), without a hit: at the highest dose activity change, negative = inhibition, usual class: inhibitors; 0.05% of 75,000 active; P38398;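 note: potency is the fitted concentration of half-maximal effect; plate controls were peptide without protein for full effect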
#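 Fluorescence polarization: His-tagged BRCT (~35 kDa BRCA1 C-terminus, 250 nM) bound to 100 nM fluorescein-labeled phosphorylated 10-aa BACH1 peptide, pH 7.3 phosphate buffer with DTT and Tween 20. Compounds incubated 12 min at room temperature; inhibition read as lowered polarization.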
# 4MU fluor – compound fluoresces in the 4-MU spectral region | compound autofluorescence, 340/450 nm, 4-MU equivalents; hits give high values | 11% of 59,000 active | max dye-equivalent concentration, M | AID 589; in the data active = max dye-equivalent concentration above about 10 nM; inconclusive = mostly about 1.1 nM to 9.6 nM
#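 Intrinsic fluorescence at 340/450 nm (ex/em) was read after 15 min at room temperature in pH 8.0, 100 mM Tris. Each compound concentration expressed as 4-MU-equivalent concentration from a six-point 4-MU standard series on each plate.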
# A350 autofl – compound fluoresces in the Alexa 350 spectral region; AID 590; Compound autofluorescence, 340/450 nm, Alexa 350 dye-equivalents; hits give high values; 11% of 59,000 active; max dye-equivalent concentration, M; in the data active = max dye-equivalent concentration above about 10 nM; inconclusive = mostly about 1.1 nM to 9.6 nM
# Pol III holo inh – blocks replication by bacterial DNA polymerase III holoenzyme; reconstituted DNA polymerase III holoenzyme replication, biochemical; Potency, µM (highest dose often 57.1 µM), without a hit: top-dose activity change, negative = inhibition; 0.25% of 71,000 active; note: potency is the fitted concentration of half-maximal effect; % is set by controls: 0 for no effect and ±100 for the full control effect
#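 Reconstituted *E. coli* holoenzyme (0.35 nM Pol III, 1 nM beta, 154 nM SSB, 2 nM primase) was preincubated with compound for 15 min at RT. Synthesis on 1.4 nM ssM13Gori ran 35 min, then was stopped with PicoGreen/EDTA and read as dsDNA fluorescence.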
# Epigenetic mod – epigenetic modulators derepressing GFP locus in mouse cells | 0.09% of 68,000 active | mouse C127i GFP locus derepression, cytometry, 30 h | Potency, µM (titrated, usually from 46.1 µM), for the others: top-dose GFP derepression (activation) | AID 597; note: % of control where 0% means no effect
#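 Murine C127i mammary cells carrying a silenced, stably integrated CMV-driven GFP reporter were treated with compound for 30 hours at 37 C. After PBS washes, GFP-positive cells were counted by laser-scanning microplate cytometry.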
# BRCT PPI red – inhibitors of human BRCA1 BRCT-phosphoprotein interaction (red fluorophore). BRCT-phosphopeptide binding, red fluorescence polarization. Potency, µM (series often up to 76.9 µM), for the others: at the top dose activity change, negative = inhibition, usual class: inhibitors. 0.03% of 75,000 active. AID 892; note: % is set by controls: 0 for no effect and ±100 for the full control effect
#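 Rhodamine-labelled pBACH1 10-mer (100 nM) bound to BRCT domain (100 nM) at pH 7.3; compounds incubated 12 min room temperature, polarization read. Free peptide defines full inhibition; unlabelled decapeptide titrated as control.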
# 15-hLO inh – blocks human 15-lipoxygenase activity. purified 15hLO-1, xylenol orange hydroperoxide absorbance. Potency, µM (doses to about 57.1 µM), inactives show at the top dose activity change, negative = inhibition, hits mostly inhibitors. 1.4% of 74,000 active; note: potency is the fitted concentration of half-maximal effect; % is set by controls: 0 for no effect and ±100 for the full control effect; nearly all actives have a fitted effect of over 55% in size
# Target sequence (P16050 whole entry, looked up): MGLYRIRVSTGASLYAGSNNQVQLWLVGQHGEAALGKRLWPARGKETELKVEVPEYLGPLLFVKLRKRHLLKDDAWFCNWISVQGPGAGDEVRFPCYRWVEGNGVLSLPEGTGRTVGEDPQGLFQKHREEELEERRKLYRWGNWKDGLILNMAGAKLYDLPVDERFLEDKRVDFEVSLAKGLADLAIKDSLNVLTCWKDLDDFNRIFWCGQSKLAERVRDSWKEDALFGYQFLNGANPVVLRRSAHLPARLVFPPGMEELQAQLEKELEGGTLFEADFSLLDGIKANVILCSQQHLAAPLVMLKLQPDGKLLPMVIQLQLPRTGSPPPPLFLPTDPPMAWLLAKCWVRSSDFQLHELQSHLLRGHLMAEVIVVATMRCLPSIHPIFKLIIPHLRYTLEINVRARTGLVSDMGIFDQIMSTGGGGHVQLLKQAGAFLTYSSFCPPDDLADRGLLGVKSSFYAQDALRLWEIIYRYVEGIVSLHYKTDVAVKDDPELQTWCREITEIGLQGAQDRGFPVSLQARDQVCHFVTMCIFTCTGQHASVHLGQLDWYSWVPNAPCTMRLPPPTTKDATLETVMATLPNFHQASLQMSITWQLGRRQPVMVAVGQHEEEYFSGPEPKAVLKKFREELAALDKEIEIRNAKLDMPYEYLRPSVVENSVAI
#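 Quantitative HTS in 25 mM Hepes pH 7.5 containing 0.01% Triton X-100: human 15hLO-1 at 40 nM, arachidonic acid at 50 uM, 6 min turnover. Product quantified via ferrous oxidation/xylenol orange, 573:405 nm absorbance ratio.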
# Hsp90 Hop PPI – changes Hsp90-Hop TPR2A binding signal, up or down | AlphaScreen TPR2A-His6 binding biotin-Hsp90 C-terminal peptide | Potency, µM (doses to about 57 µM), inactives show at the top dose activity change, negative = inhibition | 0.44% of 71,000 active | AID 595; active = well fitted curve in either direction with a large enough effect; inconclusive = small, poorly fitted or top-dose-only effect, or another doubt; note: potency is the fitted concentration of half-maximal effect; % is set by controls: 0 for no effect and ±100 for the full control effect; many of its hits are not listed in these tables
# Active calls of the source: *; i = inactive; ? = inconclusive; · = no result given; [ ] = remark or other dose. Unless noted, calls come from the whole dose curve; as a rule, active = well fitted curve in the direction sought with a large enough effect; inconclusive = small, poorly fitted or top-dose-only effect, or another doubt; inactive = no such curve, though single readings can be large; an effect the other way counts as inactive or inconclusive.
SMILES,HBB splicing,Ub-GFP proteasome,CRE-bla Fsk,BRCT PPI green,4MU fluor,A350 autofl,Pol III holo inh,Epigenetic mod,BRCT PPI red,15-hLO inh,Hsp90 Hop PPI
Cc1csc(Cn2c(CN(C)C)nc3ccccc3c2=O)n1,-0.1%[57.5 µM],-3%,-6%,-1.2%,i,i,-1%,1%,0.8%,11%,-2%
O=C(CN1CCOCC1)NC1CC2CCC1C2 (configuration not stated),1.2%,-2%,2%,-1.0%,i,i,1%,-3%,0.4%,3%,-1%
Cc1ccc(-c2noc(CCC(=O)Nc3cccc(C#N)c3)n2)cc1,-1.1%,-1%,?,-0.2%,i,i,-2%,3%,-0.6%,-11%,4%
O=C(CCS(=O)(=O)Cc1ccccc1)NCC1CCCO1 (configuration not stated),-0.9%,-3%,3%,-3.0%,i,i,2%,?,1.1%,8%,1%
Cc1nc2cccc(C(=O)NC3CCCCC3)c2o1,-0.9%,-2%,?,-0.1%,?,?,-4%,-3%,0.6%,3%,-2%
C=CCCCCCCC=C,-0.2%,·,1%,-2.1%,·,·,-2%,·,1.3%,2%,-2%
COc1ccc(-n2nnnc2SCC(=O)c2cc3ccccc3o2)cc1,0.3%,-3%,?,59%[activator],i,i,-3%,-1%,8.1%,?,7%
CC1=C(C)C(=O)NC(Nc2nc(C)c3cc(C)cc(C)c3n2)N1 (configuration not stated),-2.2%,-2%,0.79µM*,0.6%,i,i,-17%,0%,-0.4%,0%,-7%
Cc1ccc(CNC(=O)C2CCCN(S(=O)(=O)c3cccnc3)C2)cc1 (configuration not stated),0.0%,-8%,-4%,0.3%,?,?,-2%,0%,-0.6%,-3%,-5%
Cc1cc(C)n2cc(CSc3nnnn3-c3ccc(Cl)cc3)nc2n1,-1.8%,2%,?,-0.8%,i,i,-5%,3%,0.6%,-2%,-5%
Cc1cc(C(=O)CSc2nnc(-c3cccc(F)c3)n2N)c(C)n1Cc1ccc2c(c1)OCO2,4.6%,-3%,?,0.5%,i,i,-2%,0%,-0.5%,-17%,-21%
CCC(C)NC(=O)C1CCCN(C(=O)Nc2ccc(F)cc2)C1 (configuration not stated),·,0%,-1%,-2.2%,i,i,-6%,1%,-1.6%,-13%,1%
CCOC(=O)c1ccc(S(=O)(=O)N2CCN(S(=O)(=O)CC)CC2)cc1,-0.1%[57.5 µM],1%,4%,-2.1%,i,i,-7%,3%,-0.8%,-20%,-3%
O=C(c1ccc(Br)o1)N1CCN=C1SCc1cccc(F)c1,-0.4%,6%,15%,-0.4%,·,·,5%,0%,-0.1%,0%,-4%
Cn1c(=O)n(C)c2cc(S(=O)(=O)N3CCOCC3)ccc21,2.6%,-1%,-7%,0.1%,?,?,-4%,4%,-0.7%,0%,0%
O=C(COc1ccccc1)Nc1ccccc1N1CCCCC1,0.0%[57.5 µM],6%,?,2.4%,i,i,1%,0%,-0.3%,-13%,?
Cc1ccc(CCN2CC(C(=O)NCCCN(C)Cc3ccccc3)CC2=O)cc1 (configuration not stated),0.0%,4%,-4%,0.1%,i,i,-5%,4%,-0.1%,-1%,-1%
CC(NC(=O)Nc1ccccc1)c1ccccc1 (configuration not stated),0.2%[9.22 µM],0%,-4%,-1.0%,·,·,-2%,-2%,-1.6%,-13%,1%
Cc1cc(C)n2c(SCCN3C(=O)c4ccccc4C3=O)nnc2n1,1.1%,12%,3%,-2.1%,·,·,-6%,3%,-0.4%,2%,-11%
CCC(Oc1ccccc1)C(=O)Nc1ccccn1 (configuration not stated),·,1%,1%,0.1%,i,i,-4%,1%,-1.8%,-4%,-1%
Cc1onc(-c2c(Cl)cccc2Cl)c1C(=O)NCC1CCCO1 (configuration not stated),-1.1%,22%,-1%,-2.1%,·,·,-6%,0%,-1.5%,0%,-1%
COc1ccc(-n2c(=O)cc(N3CCCCCC3)[nH]c2=O)cc1,7.1%,8%,?,-0.3%,i,i,2%,0%,-3.3%,5%,-7%
COc1ccccc1NC(=O)CN1C(=O)NC(C)(C)C1=O,0.8%,-1%,-11%,-0.8%,i,i,-3%,0%,-0.1%,-7%,-6%
Cc1cc(C)c(NC(=O)CSc2nc3c(c(=O)n2C)SC(C)C3)c(C)c1 (configuration not stated),-1.4%,-9%,1%,-2.5%,·,·,-5%,·,0.5%,-5%,-3%
CCc1nn2cc(-c3ccccc3)nc2s1,0.9%,-1%,7%,0.9%,i,i,-7%,-2%,0.7%,10µM*,4%
CCOc1cccc(/C(O)=C2/C(=O)C(=O)N(CCOC)C2c2ccc(C)o2)c1 (configuration not stated),·,0%,0%,-0.7%,i,i,-11%,-1%,0.1%,49%[activator],-2%
Cc1noc(C)c1C(=O)N1CCC2(CCCN(C(=O)Nc3ccccc3)C2)CC1,2.6%,8%,-7%,-1.5%,i,i,1%,2%[9.22 µM],-1.1%,7%,1%
CC(C)Oc1ccc(C(=O)Nc2ccc(N3CCCC3)cc2)cc1,-4.1%[0.0738 µM],-16%[9.17 µM],?,-5.3%,·,·,1%[11.4 µM],0%,-0.8%,1.3µM*,?
Cn1c(=O)n(C)c2cc(S(=O)(=O)N3CCCc4ccccc43)ccc21,-0.8%,0%,7%,2.7%,i,?,-3%,2%,0.8%,4%,-4%
COc1cc(OC)c(-c2nn3c(-c4ccncc4)nnc3s2)cc1OC,0.0%[0.369 µM],-2%,?,0.4%,1.4e-08M*,1.5e-08M*,-13%,2%,-0.3%,2%,-23%

# Full records, looked up by structure. Order of screens: HBB splicing	Ub-GFP proteasome	CRE-bla Fsk	BRCT PPI green	4MU fluor	A350 autofl	Pol III holo inh	Epigenetic mod	BRCT PPI red	15-hLO inh	Hsp90 Hop PPI
# Record of CC(C)Oc1ccc(C(=O)Nc2ccc(N3CCCC3)cc2)cc1 = -4.1%[0.0738 µM]	-16%[9.17 µM]	?	-5.3%	·	·	1%[11.4 µM]	0%	-0.8%	1.3µM*	?
# Record of Cn1c(=O)n(C)c2cc(S(=O)(=O)N3CCCc4ccccc43)ccc21 = -0.8%	0%	7%	2.7%	i	?	-3%	2%	0.8%	4%	-4%

# Carrying on:
SMILES,HBB splicing,Ub-GFP proteasome,CRE-bla Fsk,BRCT PPI green,4MU fluor,A350 autofl,Pol III holo inh,Epigenetic mod,BRCT PPI red,15-hLO inh,Hsp90 Hop PPI
NS(=O)(=O)c1cc(C(=O)O)c(Cl)c([N+](=O)[O-])c1Cl,0.9%[9.22 µM],-1%[9.17 µM],?,0.3%[15.4 µM],i,i,-11%[11.4 µM],-1%[9.22 µM],0.4%[15.4 µM],8%[11.4 µM],9%[11 µM]
CCN(CC)C(=O)CSc1nnc(-c2cc(OC)cc(OC)c2)o1,·,8%,11%,-2.6%,i,?,-1%,0%,-1.9%,-11%,-5%
Cc1cc(C)cc(CSc2nnc(C)c(=O)[nH]2)c1,-0.2%,-5%,-5%,1.0%,i,i,-7%,0%,-1.2%,7%,-1%
COc1cc(NC(=O)c2noc3c2CCCC3)c(OC)cc1Cl,1.2%,21%,?,-0.6%,3.6e-08M*,4e-08M*,-12%,11%,1.2%,6%,-1%
O=C(c1ccccc1)c1ccc(OC(=O)N2CCOCC2)cc1,0.8%[0.0738 µM],0%[9.17 µM],?,0.0%,·,·,0%[11.4 µM],-2%,-0.1%,9%[11.4 µM],-2%[11 µM]
O=C(CN1C(=O)c2ccccc2S1(=O)=O)N1CCOCC1,7.1%,-5%,-1%,-2.6%,?,?,-1%,0%,0.1%,4%,-4%
CC(C)(C(=O)O)c1ccc([C@@H](O)CCCN2CCC(C(O)(c3ccccc3)c3ccccc3)CC2)cc1,-0.6%,0%,?,-1.7%,?,?,-5%,4%,2.4%,-5%,-2%
Cc1c(NC(=O)c2ccc3c(c2)OCO3)c(=O)n(-c2ccccc2)n1C,-2.0%[0.0738 µM],0%[9.17 µM],?,-2.2%,·,·,-15%[11.4 µM],0%,0.3%,4%[11.4 µM],-6%[11 µM]
NC(=O)CCCCC(N)=O,1.3%,·,-6%,-1.5%,·,·,-3%,·,0.0%,5%,-1%
CC(C)OC(=O)CSc1nc2ccccc2s1,-0.6%,-3%,-4%,-1.0%,i,i,-3%,-3%,0.3%,-2%,17%
c1coc(CNc2ncnc3sc4c(c23)CCCCC4)c1,-4.2%,5%,?,1.3%,i,i,5%,-1%,-0.9%,-4%,-1%
O=C(c1cc(-c2ccc(Cl)c(Cl)c2)on1)N1CCCC1,1.0%,1%,2%,1.1%,·,·,5%,-4%,-0.3%,6%,-3%
CCC(CC)C(=O)Nc1c2c(nn1-c1ccc(OC)cc1)CS(=O)C2 (configuration not stated),0.1%,-2%,-4%,-4.5%,i,i,-2%,2%,0.1%,4%,-7%

# Screens: PubChem, National Center for Advancing Translational Sciences (NCATS)
